Compound activity from PubChem.
P. falciparum M1AAP – P. falciparum M1AAP inhibitors, biochemical, fluorogenic H-Leu-NHMec substrate, 1536-well (AID 1445); actives 0.42% (n = 220,000); recombinant M1AAP, H-Leu-NHMec fluorogenic kinetic assay; higher % means a stronger effect; inhibition, % at 30 µM; hits with a dose series show IC50 in µM;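 active = primary inhibition above the hit cutoff, then over 50% inhibition at one or more dose response concentrations, cut at about 23% in these data, passing the limit was not always enough; inconclusive = conflicting primary data, or primary hits not chosen for dose response; inactive = low primary inhibition, or under 50% at every dose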;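 also: plate controls were DMSO full reaction for no effect and no enzyme background for full effect; strong numbers were not always called active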
M17LAP inhibition – P. falciparum M17LAP inhibitors, primary screen, biochemical, fluorogenic H-Leu-NHMec substrate, 1536-well (AID 1619); recombinant M17LAP, H-Leu-NHMec fluorogenic kinetic assay; higher % means a stronger effect; one-dose inhibition, % at 30 µM; IC50 in µM for titrated hits; actives 0.38% (n = 220,000);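 active = compound inhibiting the enzyme by more than half at any dose during confirmatory dose-response retesting; inconclusive = strong single-dose inhibitors picked by rank but not retested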;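 also: plate controls were full reaction with DMSO carrier for no effect and no enzyme background for full effect; strong numbers were not always called active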
human PMI inhibition – MPI enzyme activity inhibition – biochemical, fluorescence intensity, coupled assay, primary screen (AID 1209) | purified PMI enzyme, coupled fluorescence intensity; higher % means a stronger effect | inhibition, % at 20 µM, or IC50 in µM where a hit was titrated | actives 0.42% (n = 190,000);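 also: plate controls were DMSO vehicle for no effect and wells lacking substrate for full effect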
PMI inhibition – MPI inhibition at elevated mannose 6-phosphate – biochemical, fluorescence intensity, high mannose 6-phosphate, primary screen (AID 1220). recombinant PMI enzyme, coupled fluorescence intensity; higher % means a stronger effect. one-dose inhibition, % at 20 µM; IC50 in µM for titrated hits. actives 0.66% (n = 190,000)
T cell HTS – modulates CD8 T cell binding to vesicles. 2C CD8+ T cell-vesicle binding, flow cytometry; hits give low values. calls only at 7 µM. actives 0.068% (n = 330,000). AID 2052;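 active = response, share of CD8 T cells binding vesicles, and their 90th percentile fluorescence all below set limits, cut at about 80% in these data, passing the limit was not always enough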
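Assay system – 2C mouse CD8+ T cells · Also added – QL9-loaded Drosophila micro-vesicles · Timing – Cell–vesicle co-incubation 1.5 h at 37 °C, staining 20 min on ice · Signal – flow cytometry of vesicle-bound cells · Measure – percent CD8+ FL2 mean versus row control · Controls – Peptide-free naked vesicles (low) and QL9 vesicles with 0.7% DMSO vehicle (high)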
RSV antiviral HEp-2 – inhibition of RSV-induced cytopathic effect – HEp-2 cells, primary 10 µM value included (AID 2391); HEp-2 cells, RSV-induced CPE inhibition; higher % means a stronger effect; one-dose CPE inhibition, % at 10 µM; IC50 in µM for titrated hits; actives 0.13% (n = 310,000); in the data active = a potency from the dose series; inconclusive = CPE inhibition mostly from about 23% at the one dose, without a potency; inactive = the rest, 99 in 100 with CPE inhibition below about 21%; also: strong numbers were not always called active
TNAP activators – human TNAP enzyme activators, primary screen, biochemical, luminescent, no phosphate acceptor, uHTS (AID 1001); purified TNAP, luminescent activation assay, no phosphate acceptor; higher activation fold means a stronger effect; activation fold at 20 µM, or EC50 in µM where a hit was titrated; actives 0.03% (n = 200,000); in the data active = activation fold from about 3, or a potency from the dose series; inactive = the rest, 99 in 100 with activation fold below about 1.6; also: many of its hits are not listed in these tables
West Nile antiviral – West Nile virus antiviral activity, cell-based, CPE readout (AID 1621); actives 0.02% (n = 290,000); CPE inhibition, % at 10 µM; hits with a dose series show IC50 in µM; West Nile virus-infected cells, CPE inhibition; higher % means a stronger effect; in the data active = a potency from the dose series; inconclusive = CPE inhibition mostly from about 3.7% at the one dose, without a potency; inactive = the rest, 99 in 100 with CPE inhibition below about 2.2%; also: strong numbers were not always called active
UTI89 phage lysis – protection from phage-mediated lysis, alamar blue read-out – E. coli UTI89, K1F phage, bacterial capsule biogenesis inhibitors (AID 488966); inhibition, % at 100 µM; hits with a dose series show IC50 in µM; E. coli UTI89 K1F phage lysis, alamar blue, 2 h; higher % means a stronger effect; actives 0.02% (n = 340,000);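 active = phage lysis inhibition, versus mean bacterial control, above a set limit; inconclusive = no clear call, values can overlap the other calls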;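 also: capsule biogenesis inhibitors block K1F phage lysis so surviving cells raise fluorescence; higher fluorescence means more inhibition of phage lysis; actives were called in the ten point dose series up to 300 µM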
T cell HTS vesicle-bound % – further read-out of T cell HTS, marked with its call; double positive events, %; measured here: CD8+ vesicle-bound cell fraction;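 binding gate set so that unloaded-vesicle control wells show 10% double positive cells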
An asterisk follows results filed as active; [ ] = another dose, or the depositor's remark. Rule as the data show it, unless noted: active = inhibition above about 50%; inactive = the rest.

How did O=C(/C=C/c1ccccc1)NCC(=O)N/N=C/c1cccs1 do in these assays?
T cell HTS: inactive; RSV antiviral HEp-2: 0.3%; West Nile antiviral: -0.8%; UTI89 phage lysis: -0.1%; T cell HTS vesicle-bound %: 8

What do the screens show for `CC(C)(C)NC(=O)CN1CCC(O)(c2ccc3c(c2)OCO3)CC1`?
P. falciparum M1AAP: -2%; M17LAP inhibition: -14%; human PMI inhibition: -3%; PMI inhibition: -10%; T cell HTS: inactive; RSV antiviral HEp-2: -0.3%; TNAP activators: 1.1; West Nile antiviral: 0.0%; UTI89 phage lysis: -0.5%; T cell HTS vesicle-bound %: 25

What do the screens show for `CCCCC(=O)NC1(C(F)(F)F)NC(=O)N(Cc2ccccc2)C1=O` (stereo not drawn)?
P. falciparum M1AAP: 2%; M17LAP inhibition: -18%; human PMI inhibition: -14%; PMI inhibition: -10%; T cell HTS: inactive; RSV antiviral HEp-2: -0.8%; TNAP activators: 0.9; West Nile antiviral: -0.4%; UTI89 phage lysis: 0.3%; T cell HTS vesicle-bound %: 32

Results for O=C(CNC(=O)c1ccccc1)N/N=C/C=C/c1ccccc1 ?
T cell HTS: inactive; RSV antiviral HEp-2: 1.5%; West Nile antiviral: -0.7%; UTI89 phage lysis: 0.0%[50 µM]; T cell HTS vesicle-bound %: 3

How did COC(=O)CC1C(=O)NCCN1C(=O)CSc1nnnn1-c1ccc(Cl)cc1 (stereo not drawn) do in these assays?
P. falciparum M1AAP: -1%; M17LAP inhibition: 5%; human PMI inhibition: -1%; PMI inhibition: 2%; T cell HTS: inactive; RSV antiviral HEp-2: 5.1%; TNAP activators: 1; West Nile antiviral: 1.1%; UTI89 phage lysis: 0.3%; T cell HTS vesicle-bound %: 39

Results for CCn1c(C)nc2cc(C(=O)NNS(=O)(=O)c3c(F)cc(F)c(Cl)c3F)ccc21 ?
P. falciparum M1AAP: 5%; M17LAP inhibition: 11%; human PMI inhibition: -26%; PMI inhibition: -12%; T cell HTS: inactive; RSV antiviral HEp-2: 0.4%; TNAP activators: 1.1; West Nile antiviral: 0.4%; UTI89 phage lysis: 0.3%; T cell HTS vesicle-bound %: 48

Results for CCC(N1CCOC1=O)S(=O)(=O)c1ccc(C)cc1 (stereo not drawn) ?
P. falciparum M1AAP: -3%; M17LAP inhibition: -18%; human PMI inhibition: -47%; PMI inhibition: -82%; T cell HTS: inactive; RSV antiviral HEp-2: 0.3%; TNAP activators: 1.1; West Nile antiviral: 0.1%; UTI89 phage lysis: 3.6%; T cell HTS vesicle-bound %: 56

What do the screens show for `O=C(Nc1nc2c(c(=O)[nH]1)CCCC2)C1CC1`?
P. falciparum M1AAP: -2%; M17LAP inhibition: 5%; human PMI inhibition: 5%; PMI inhibition: 1%; T cell HTS: inactive; RSV antiviral HEp-2: -0.1%; TNAP activators: 1.2; West Nile antiviral: 0.3%; UTI89 phage lysis: -6.7%; T cell HTS vesicle-bound %: 53

Results for COc1ccc(Oc2ncc(CN3CCN(c4ccccc4)CC3)s2)cc1 ?
P. falciparum M1AAP: 2%; M17LAP inhibition: 4%; human PMI inhibition: 13%; PMI inhibition: 8%; T cell HTS: inactive; RSV antiviral HEp-2: inconclusive; TNAP activators: 1; West Nile antiviral: -0.8%; UTI89 phage lysis: 1.3%; T cell HTS vesicle-bound %: 21

How did O=C(Nc1ncc([N+](=O)[O-])s1)c1cccc([N+](=O)[O-])c1 do in these assays?
P. falciparum M1AAP: 6%; M17LAP inhibition: 4%; T cell HTS: inactive; RSV antiviral HEp-2: 14%; West Nile antiviral: -0.8%; UTI89 phage lysis: 0.6%; T cell HTS vesicle-bound %: 38

What do the screens show for `N=c1n(CCN2CCOCC2)c2ccccc2n1Cc1ccccc1Br`?
P. falciparum M1AAP: 3%; M17LAP inhibition: 5%; human PMI inhibition: -6%; PMI inhibition: -8%; T cell HTS: inactive; RSV antiviral HEp-2: 2.0%; TNAP activators: 1; West Nile antiviral: -1.5%; UTI89 phage lysis: 0.1%; T cell HTS vesicle-bound %: 25

What do the screens show for `O=C(CN1C(=O)NC2(CCCCC2)C1=O)Nc1ccccc1Cl`?
P. falciparum M1AAP: 1%; M17LAP inhibition: 30%; human PMI inhibition: 5%; PMI inhibition: 7%; RSV antiviral HEp-2: 2.0%; TNAP activators: 1.2; West Nile antiviral: -0.4%; UTI89 phage lysis: -2.2%

How did COc1cc(/C=N/Nc2cc(C)nc(NS(=O)(=O)c3ccc(C)cc3)n2)ccc1O do in these assays?
P. falciparum M1AAP: 13%; M17LAP inhibition: 19%; human PMI inhibition: -14%; PMI inhibition: -17%; TNAP activators: 1; West Nile antiviral: 0.2%; UTI89 phage lysis: 0.1%

How did CCN(CC)C(=O)/C(=C\c1ccc2c(c1)OCO2)NC(=O)c1ccc(Br)cc1 do in these assays?
P. falciparum M1AAP: 5%; M17LAP inhibition: 12%; human PMI inhibition: 16%; PMI inhibition: 8%; T cell HTS: inactive; RSV antiviral HEp-2: 1.5%; TNAP activators: 1.1; UTI89 phage lysis: 1.3%[50 µM]; T cell HTS vesicle-bound %: 48

How did Cc1cc(C(=O)OCC(=O)NC2CCCCC2)c(C)o1 do in these assays?
P. falciparum M1AAP: 2%; M17LAP inhibition: 7%; human PMI inhibition: -5%; PMI inhibition: -10%; T cell HTS: inactive; RSV antiviral HEp-2: 2.1%; TNAP activators: 1.1; West Nile antiviral: -0.3%; UTI89 phage lysis: -0.2%; T cell HTS vesicle-bound %: 40

Results for Cc1cccc(OCCCN2CCCCCC2)c1 ?
P. falciparum M1AAP: 10%; M17LAP inhibition: 6%; human PMI inhibition: 8%; PMI inhibition: 5%; T cell HTS: inactive; RSV antiviral HEp-2: 0.1%; TNAP activators: 1.1; West Nile antiviral: 0.1%; UTI89 phage lysis: 1.5%; T cell HTS vesicle-bound %: 26

How did COc1ccc(N2CCN(C(=O)c3oc4ccccc4c3C)CC2)cc1 do in these assays?
P. falciparum M1AAP: 3%; M17LAP inhibition: -2%; human PMI inhibition: -14%; PMI inhibition: -3%; T cell HTS: inactive; RSV antiviral HEp-2: 9.2%; TNAP activators: 1.1; West Nile antiviral: -0.7%; UTI89 phage lysis: -0.1%; T cell HTS vesicle-bound %: 50

What do the screens show for `COCCCNC(=O)CN(c1cc(OC)ccc1OC)S(=O)(=O)c1ccccc1`?
P. falciparum M1AAP: 5%; M17LAP inhibition: -11%; human PMI inhibition: 4%; PMI inhibition: 1%; T cell HTS: inactive; RSV antiviral HEp-2: 0.9%; TNAP activators: 1.1; West Nile antiviral: -0.5%; UTI89 phage lysis: 1.8%; T cell HTS vesicle-bound %: 27

What do the screens show for `Cc1ccc2nc(-c3cccc(NC(=O)c4ccco4)c3)[nH]c2c1`?
P. falciparum M1AAP: -5%; M17LAP inhibition: 8%; human PMI inhibition: 12%; PMI inhibition: 6%; T cell HTS: inactive; RSV antiviral HEp-2: inconclusive; TNAP activators: 1.1; West Nile antiviral: 1.0%; UTI89 phage lysis: -0.5%; T cell HTS vesicle-bound %: 19

How did O=C1c2ccccc2C(=O)N1CCCSc1nc2ccccc2o1 do in these assays?
P. falciparum M1AAP: -7%; M17LAP inhibition: -19%; human PMI inhibition: 0%; PMI inhibition: -2%; T cell HTS: inactive; RSV antiviral HEp-2: 7.8%; TNAP activators: 1.1; West Nile antiviral: -0.4%; UTI89 phage lysis: 1.6%; T cell HTS vesicle-bound %: 21

Results for COc1cc(C(=O)NCC(=O)N/N=C/c2ccc(OC(=O)c3ccco3)cc2)cc(OC)c1OC ?
P. falciparum M1AAP: 5%; M17LAP inhibition: -3%; human PMI inhibition: 6%; PMI inhibition: 3%; T cell HTS: inactive; RSV antiviral HEp-2: 1.2%; TNAP activators: 1.1; West Nile antiviral: 0.8%; UTI89 phage lysis: 0.0%; T cell HTS vesicle-bound %: 55

What do the screens show for `CC(C)(C)c1csc(NC(=O)c2c(F)c(F)c(F)c(F)c2F)n1`?
T cell HTS: inactive; RSV antiviral HEp-2: -0.5%; West Nile antiviral: 2.1%; UTI89 phage lysis: 0.1%; T cell HTS vesicle-bound %: 57

Results for CC(C)(C)C(=O)NC1CCN(C(=O)N2CCCC2)CC1 ?
P. falciparum M1AAP: -5%; M17LAP inhibition: 7%; human PMI inhibition: 1%; PMI inhibition: 0%; T cell HTS: inactive; RSV antiviral HEp-2: 1.6%; TNAP activators: 1.1; West Nile antiviral: 0.2%; UTI89 phage lysis: 0.5%; T cell HTS vesicle-bound %: 45

How did CC(Cl)C(=O)NNc1cccc(Cl)n1 (stereo not drawn) do in these assays?
P. falciparum M1AAP: -2%; M17LAP inhibition: 0%; human PMI inhibition: 23%; PMI inhibition: 23%; T cell HTS: inactive; RSV antiviral HEp-2: 2.0%; TNAP activators: 1.1; West Nile antiviral: 0.2%; UTI89 phage lysis: 1.3%; T cell HTS vesicle-bound %: 42

How did O=C(Nc1nc2c(Cl)ccc(Cl)c2s1)C1CC1 do in these assays?
T cell HTS: inactive; RSV antiviral HEp-2: 4.7%; West Nile antiviral: 0.2%; UTI89 phage lysis: 3.5%; T cell HTS vesicle-bound %: 18

How did CCOc1ccc2[nH]c(C)c(CN3CCN(C)CC3)c(=O)c2c1 do in these assays?
P. falciparum M1AAP: -5%; M17LAP inhibition: -6%; human PMI inhibition: -8%; PMI inhibition: -7%; T cell HTS: inactive; RSV antiviral HEp-2: 0.2%; TNAP activators: 1; West Nile antiviral: 0.3%; UTI89 phage lysis: 0.2%; T cell HTS vesicle-bound %: 33

Results for Cc1ccc(/C=C/C(=O)OCc2nc(N)nc(Nc3ccccc3C)n2)o1 ?
P. falciparum M1AAP: 6%; M17LAP inhibition: 5%; human PMI inhibition: -8%; PMI inhibition: 5%; T cell HTS: inactive; RSV antiviral HEp-2: 1.6%; TNAP activators: 1.1; West Nile antiviral: -1.3%; UTI89 phage lysis: -0.2%; T cell HTS vesicle-bound %: 6
